High-throughput results as filed in PubChem.
C2C12 statin – suppressors of statin myotoxicity in C2C12 myotubes, primary screen, cell-based, single point, plate reader; 330,000 compounds, 0.78% hits; C2C12 myotubes + simvastatin, ATP luminescence, 48 h; scaled: DMSO 0, geranylgeraniol control 100; rescue of ATP level, % at 7.49 µM;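 active = mean ATP rescue above about 67%, or every replicate alone reaching that limit, limit read from the data, passing the limit was not always enough; inconclusive = no clear call, values can overlap the other calls; inactive = mean under the limit and some replicate under it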;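 note: myotubes were challenged with 10 µM simvastatin during compound exposure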
SIRT5 inh – SIRT5 desuccinylase inhibitors, primary screen, biochemical, fluorescence imaging, single point, set 5 | 330,000 compounds, 1.1% hits | Purified SirT5, succinyl-peptide AMC, trypsin-coupled fluorescence | inhibition, % at 15 µM | NAD-dependent protein deacylase sirtuin-5, mitochondrial (Homo sapiens), Q9NXA8; in the data active = inhibition above about 15%; inconclusive = no clear call, values can overlap the other calls
Target sequence (Q9NXA8 whole entry, looked up): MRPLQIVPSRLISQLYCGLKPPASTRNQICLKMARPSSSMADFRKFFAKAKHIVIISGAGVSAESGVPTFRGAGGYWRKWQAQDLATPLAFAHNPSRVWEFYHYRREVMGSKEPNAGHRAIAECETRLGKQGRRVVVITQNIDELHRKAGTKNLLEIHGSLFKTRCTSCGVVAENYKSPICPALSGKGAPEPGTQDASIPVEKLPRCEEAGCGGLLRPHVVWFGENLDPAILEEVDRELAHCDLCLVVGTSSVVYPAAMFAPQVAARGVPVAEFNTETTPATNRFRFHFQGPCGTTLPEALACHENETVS
S100A4 MyoIIA – inhibitors of S100A4-myosin IIA peptide binding, primary screen, biochemical, fluorescence polarization, TAMRA-MyoIIA peptide; Protein S100-A4 (Homo sapiens), P26447; 360,000 compounds, 0.14% hits; inhibition, % at 10.7 µM;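 active = mean inhibition of at least 70% across replicates, with every replicate also reaching that level; inconclusive = mean inhibition reaches 70% but some replicates fall short; inactive = mean inhibition below 70%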
Target sequence (P26447 whole entry, looked up): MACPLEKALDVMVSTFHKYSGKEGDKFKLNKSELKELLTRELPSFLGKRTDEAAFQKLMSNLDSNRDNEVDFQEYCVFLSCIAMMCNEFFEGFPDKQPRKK
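Test system: S100A4 monomer protein. Medium: HEPES buffer with Ca2+, pH 7.2. Reagent: fluorescent myosin IIA peptide, 5 nM. Compound dosing: single-point compound testing. Timing: 5 min between mix addition and reading. Benchmarks: DMSO neutral and TFP positive wells.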
ERp5 block – inhibitors of ERp5-driven insulin aggregation, primary screen, biochemical, turbidity, absorbance 650 nm, single point | inhibition, % at 9.99 µM | AID 651711, 2012 | 90 min | 350,000 compounds, 0.05% hits | Protein disulfide-isomerase A6 (Homo sapiens), Q15084;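 active = mean replicate inhibition above about 25%, with every replicate also reaching it, limit read from the data, passing the limit was not always enough; inconclusive = only one of those two criteria met; inactive = neither criterion met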
E-selectin induc – E-selectin induction in HUVECs, primary screen, imaging, HUVEC, immunofluorescence imaging, single point | 260,000 compounds, 0.37% hits | AID 686992, 2013 | normalized: neutral wells 0, TNF-alpha wells 100 | activation, % at 7.58 µM;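 active = mean E-selectin-positive cell signal at least 10% of the positive control, reached in at least 60% of replicates, without over 20% cell loss; inconclusive = no rule given, readout overlaps actives, possibly toxicity-flagged; inactive = the rest, including those meeting only one limit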;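 note: in these data hits start at about 27%; measured in HUVEC primary endothelial cells; signal is the percent of cells scored E-selectin positive by PE staining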
Target sequence (P16581 whole entry, looked up): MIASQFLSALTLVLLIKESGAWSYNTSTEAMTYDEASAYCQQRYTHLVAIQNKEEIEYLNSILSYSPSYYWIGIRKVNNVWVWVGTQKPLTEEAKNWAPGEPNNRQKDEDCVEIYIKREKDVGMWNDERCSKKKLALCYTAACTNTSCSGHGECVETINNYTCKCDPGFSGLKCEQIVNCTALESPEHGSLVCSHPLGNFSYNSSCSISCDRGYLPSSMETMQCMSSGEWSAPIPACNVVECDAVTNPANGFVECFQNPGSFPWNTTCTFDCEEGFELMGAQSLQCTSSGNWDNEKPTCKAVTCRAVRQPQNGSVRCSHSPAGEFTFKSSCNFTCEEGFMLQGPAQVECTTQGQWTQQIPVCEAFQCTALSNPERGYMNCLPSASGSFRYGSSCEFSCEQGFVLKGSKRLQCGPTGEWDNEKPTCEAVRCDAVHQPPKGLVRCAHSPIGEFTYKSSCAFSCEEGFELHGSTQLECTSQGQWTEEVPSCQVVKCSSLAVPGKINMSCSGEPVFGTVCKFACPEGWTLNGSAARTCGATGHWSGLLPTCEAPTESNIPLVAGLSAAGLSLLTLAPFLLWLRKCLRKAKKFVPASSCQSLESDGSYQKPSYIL
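material = human umbilical vein endothelial cells (HUVEC), E-selectin induction | quantity = 3,000 cells/well | medium = EGM-2 growth medium on 0.1% gelatin-coated wells | technique = immunofluorescence imaging | read-out basis = % PE-positive cells | control set = TNF-alpha positive control, DMSO neutral control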
DENV2 CPE rescue – inhibitors of DENV2 cytopathic effect, primary screen, cell-based, plate reader, single concentration. DENV2-infected cells, cytopathic effect rescue. CPE inhibition, % at 9.99 µM. 350,000 compounds, 1.7% hits. AID 651640, 2012; in the data active = CPE inhibition above about 20%, passing the limit was not always enough; inconclusive = no clear call, values can overlap the other calls; tested in BHK-21 cells;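 note: 0% = median of neutral control wells and 100% = median of positive control wells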
PglD inh – C. jejuni PglD acetyltransferase inhibitors, primary screen, biochemical, DTNB colorimetric, single point | UDP-N-acetylbacillosamine N-acetyltransferase PglD (Campylobacter jejuni) | purified PglD enzyme, DTNB colorimetric CoA detection | inhibition, % at 12.5 µM | 360,000 compounds, 0.098% hits | AID 602405, 2012; in the data active = inhibition above about 16%, passing the limit was not always enough; inconclusive = no clear call, values can overlap the other calls; note: strong numbers were not always called active
Starred values were filed as active, the others as inactive; ? = inconclusive; . = no result given; & = joins results of further samples; ! = repeats disagree.

SMILES	C2C12 statin	SIRT5 inh	S100A4 MyoIIA	ERp5 block	E-selectin induc	DENV2 CPE rescue	PglD inh
C[C@H](NC(=O)C[C@H]1CC[C@H](NC(=O)Cc2ccccn2)[C@H](CO)O1)c1ccccc1	-2.9	1.8	1.7	15.3	-0.2	-6.6	-3.3
COc1ccc(C2Nc3ccccc3C(=O)N2Cc2ccco2)cc1CN1C(=O)c2ccccc2C1=O (stereo not given)	0.7&-10.2	-3.2	-1.8	-0.2	1.2	1.3	7.0&3.5
Cc1cc(NC(=O)CSc2nc(N)c(NC(=O)c3ccccc3F)c(=O)[nH]2)no1	-31.4	-2.0	1.4	-1.7	-0.1	-1.6	-0.2
CN1CCN(C(=O)/C=C/c2cn(-c3ccccc3)nc2-c2ccc3c(c2)OCCO3)CC1	3.7	-3.8	1.1	-1.3	.	-3.6	-1.8
S=c1[nH]nc2n1CCCN2	.	-2.8	-2.9	8.0	.	0.1	.
COC(=O)C1=C/C=C\CN(C(c2ccccc2)c2ccccc2)/C=C\1C(=O)OC	-6.4	-3.9	-6.3	0.2	-1.0	2.8	-3.4
C[C@@H]1CN([C@H](C)CO)C(=O)c2cccc(NC(=O)Nc3ccc(C(F)(F)F)cc3)c2O[C@H]1CN(C)S(C)(=O)=O	1.5	-1.8	-3.0	-2.5	0.4	-6.8	-3.1
CO/N=C(\C)C(Cc1ccc(Cl)nc1)Cc1ccc(Cl)nc1	?	-8.1	-1.3	0.6	-0.1	-0.3	-0.8
O=C(CSCc1ccc(Cl)cc1)N/N=C/c1ccco1	.	-5.0	0.9	3.6	.	-8.8	.
COc1ccc(C(=O)N(C)Cc2nc3ccccc3c(=O)[nH]2)cc1S(=O)(=O)N1CCCC1	2.6	-0.7	-4.4	-1.1	-0.5	-4.7	-3.3
Cc1ncc([N+](=O)[O-])n1CC(=O)NC(C)(C)C	.	-2.1	1.4	7.3	9.7	13.4	.
CCOC(=O)c1nnn(-c2nonc2-n2cccc2)c1CN1CCC(C(=O)OCC)CC1	3.2	-5.0	-4.4	3.6	.	-6.0	-2.1
CCN1CCN(c2ccc(S(=O)(=O)N3CCCCC3)cc2NC(=O)/C=C/c2cccc(OC)c2OC)CC1	.	0.0	37.7	1.9	0.0	-5.3	-0.9
CCCCN(C(=O)CC1CCCC1)c1c(N)n(Cc2ccccc2)c(=O)[nH]c1=O	-0.9	.	-4.0	-1.9	-0.2	2.1	3.1
Nn1c(SCC(=O)NC2CCCCC2)nnc1-c1ccccc1F	-4.2	-0.5	4.0	5.4	.	11.5	-7.4
COc1ccc(C(CNC(=O)c2cccn2C)N2CCOCC2)cc1 (stereo not given)	6.1	-3.9	0.5	-8.7	.	-6.1	-3.8
O=C(Nc1ccc(C(=O)O)cc1)Nc1ccc([N+](=O)[O-])cc1	-6.6	-1.3	2.7	2.1	0.1	8.7	2.2
CCOC(=O)N1CCN(C(=O)C(C)NC(=O)c2ccco2)CC1 (stereo not given)	9.0	1.6	-1.7	2.3	0.4	6.8	7.1
COc1cc(/C=C2\C(=O)ON=C2c2ccc(Cl)cc2)ccc1O	.	7.2	-9.2	.	.	-4.1	.
CCOCCCNC(=O)C1(O)c2cc(Br)ccc2NC(=O)N1c1cccc(OC)c1 (stereo not given)	-1.3	-5.5	-3.1	6.0	.	-10.2	0.7
C[C@@H]1CCCCO[C@H](CN(C)S(=O)(=O)c2ccc(Cl)cc2)[C@@H](C)CN([C@H](C)CO)C(=O)c2cc(NC(=O)Nc3ccc4c(c3)OCO4)ccc2O1	.	6.0	-3.7	0.8	0.0	4.3	-0.5
CC1(C)S[C@@H]2[C@H](NC(=O)Cc3ccccc3)C(=O)N2[C@H]1C(=O)O	2.2&-7.3	-1.4&-1.8&0.3	0.6&4.8&1.5&-0.6	0.5&8.4&0.9	-1.7&-0.1	-9.9&1.0	-0.7&3.7
CCCN1CCC(=O)N([C@H](CSc2ccccc2)CC(C)C)CC1	-0.1	.	-0.3	0.9	0.2	6.0	-4.0
O=C(Nc1cccc(C(=O)O)c1)/C(=C\c1ccco1)NC(=O)c1ccc(Br)o1	12.6	7.7	-11.4	-2.1	1.3	3.2	-2.5
COc1ccccc1N1CCN(CC(=O)NCCc2ccc(S(N)(=O)=O)cc2)CC1	-1.7	-5.6	-2.3	2.9	.	0.1	.

Arranged by value in ERp5 block (falling): some entries from above.
SMILES	ERp5 block
COC(=O)C1=C/C=C\CN(C(c2ccccc2)c2ccccc2)/C=C\1C(=O)OC	0.2
CN1CCN(C(=O)/C=C/c2cn(-c3ccccc3)nc2-c2ccc3c(c2)OCCO3)CC1	-1.3
Cc1cc(NC(=O)CSc2nc(N)c(NC(=O)c3ccccc3F)c(=O)[nH]2)no1	-1.7

(further entries)
SMILES	C2C12 statin	SIRT5 inh	S100A4 MyoIIA	ERp5 block	E-selectin induc	DENV2 CPE rescue	PglD inh
O=C(O)c1cc(-c2ccc(/C=N/N3C(=O)C4C5C=CC(C6CC56)C4C3=O)o2)ccc1Cl (stereo not given)	.	4.0	2.1	1.4	.	6.2	.
COCC#Cc1ccc([C@H]2[C@H](CO)N3C(=O)CN(C(=O)C4CCC4)C[C@@H]23)cc1	.	-3.3	5.5	3.4	0.1	5.8	.
COc1ccc(NC(=O)Nc2cccc3c2O[C@@H](CN(C)Cc2ccc(-c4ccccc4)cc2)[C@H](C)CN([C@H](C)CO)C3=O)cc1	.	-0.3	12.2	0.7	-0.1	-4.1	2.7
CN1CCN(c2ccccc2NC(=O)c2ccc(-c3ccc(Cl)c(Cl)c3)o2)CC1	-6.1	0.9	1.9	-14.9	-0.8	-3.5	1.9
COc1cccc(C(C)(O)c2nc(-c3cnc4ccccc4c3)cs2)c1 (stereo not given)	4.0	.	0.8	-1.5	-0.1	-6.8	3.2
CN1CCN(C(=O)C[C@@H]2C[C@@H]3c4cc(NC(=O)c5ccc6c(c5)OCO6)ccc4O[C@@H]3[C@@H](CO)O2)CC1	-3.3	0.3	4.9	-0.1	-0.6	6.3	-0.3
CN(C)CCCNC(=O)[C@@H]1[C@@H](CO)[C@@H]2Cn3c(ccc(-c4ccccc4)c3=O)[C@H]1N2C(=O)CC1CC1	-11.6	-33.1	4.6	3.9	-0.1	-2.4	0.6
O=C(COc1ccc(Br)cc1)Nc1nnc(-c2cccnc2)s1	.	0.0	4.7	-2.8	.	7.1	.
C[C@H]1CN([C@@H](C)CO)C(=O)Cc2cc(N(C)C)ccc2O[C@H]1CN(C)C(=O)Nc1ccc2c(c1)OCO2	0.2	3.7	5.4	1.2	.	-6.3	2.9
COCCN(C(=O)c1ccccc1)c1nc(-c2ccc(OC)cc2)cs1	8.6	0.0	-2.4	2.1	.	1.7	1.6
CC1CCN(C(=O)COC(=O)CCc2c[nH]c3ccccc23)CC1	.	-3.7	0.8	-7.6	0.9	.	.
CCCc1nc2ccc([N+](=O)[O-])cc2[nH]1	.	0.9	0.9	7.8	.	5.6	.
C[C@H](CO)N1C[C@H](C)[C@@H](CN(C)Cc2ccc3c(c2)OCO3)Oc2c(NC(=O)C3CCCCC3)cccc2C1=O	-22.3&-8.5	1.5&1.5	16.3&-3.6	-3.6&-3.3	0.1&-0.2	122.4*!	0.7&2.3
O=C(COC(=O)c1cccc(S(=O)(=O)N2CCOCC2)c1)NCc1ccccc1	.	.	-0.3	-0.5	1.2	10.1	.
O=C(Oc1coc(CSc2ncccn2)cc1=O)c1ccc(Br)o1	.	-6.3	-5.5	6.0	.	-0.4	.
C[C@@H]1CN([C@@H](C)CO)C(=O)c2cc(NS(=O)(=O)c3ccccc3)ccc2O[C@H]1CN(C)Cc1ccc2c(c1)OCO2	48.7	-0.8	-23.2	16.6	0.3	16.7	-2.4
Cc1c(C)c2ccc(OCC(=O)NCCc3c[nH]c4ccccc34)cc2oc1=O	-6.7	-3.2	-14.0	-3.1	.	-18.4	-2.5
CCOc1ccc(OCC)c(S(=O)(=O)NNC(=O)c2c(C)nc3ccccn23)c1	.	.	-1.7	-3.1	.	6.7	-1.7
COC(=O)c1ccc(N2C(=O)Nc3ccccc3N2O)cc1	.	1.7	-3.7	2.0	.	-5.7	.
CC(C)NC(=O)NCC[C@H]1CC[C@H](NC(=O)CCN2CCCCC2)[C@H](CO)O1	-13.5	-2.0	-4.3	-1.4	0.6	-2.3	-2.3
O=C(O)C[C@@H]1C[C@H]2c3cc(NC(=O)C4CCC4)ccc3O[C@H]2[C@H](CO)O1	11.3	-0.9	4.5	14.1	0.6	-2.8	1.5
CC(=O)Nc1ccc(NC(=O)C(C)Sc2nc3ccccc3c(=O)n2Cc2ccco2)cc1 (stereo not given)	13.5	9.3	0.7	0.4	.	5.3	3.5
COc1ccc(NS(=O)(=O)c2ccc(NC(=O)C3CC3)cc2)cc1	4.1	0.1	-8.8	1.0	.	-0.7	-0.2
COc1cccc(NC(=O)c2ccc(NC(=O)C3CC(=O)OC34CCCCC4)cc2)c1 (stereo not given)	-3.7	0.2	-1.4	3.0	1.5	-2.5	2.1
COC(=O)CCSCC(=O)Nc1ccc(S(=O)(=O)N2CCOCC2)cc1OC	0.6	-2.8	1.9	3.9	.	4.3	8.1
SMILES	C2C12 statin	SIRT5 inh	S100A4 MyoIIA	ERp5 block	E-selectin induc	DENV2 CPE rescue	PglD inh
Cc1cc(O)c(C=Nc2cccc(Cl)c2)c(=O)o1	4.5	0.6	-45.7	-6.0	1.0	1.8	-0.1
C[C@@H]1CN([C@@H](C)CO)C(=O)c2cc(N(C)C)ccc2O[C@@H](C)CCCCO[C@H]1CN(C)S(=O)(=O)c1ccc(F)cc1	2.2	1.0	-3.0	0.2	-0.1	-7.2	-43.7
CC(=O)N1[C@H](CO)[C@@H](c2ccccc2)[C@H]1CN(C)S(=O)(=O)c1ccccc1	-1.4	0.9	-0.6	8.6	0.8	4.4	-0.4
O=C(N/N=C/c1ccc(O)cc1)c1csc2c1CCCC2	.	3.9	-0.9	4.0	.	.	-6.3
CCCN(C)C[C@H]1Oc2ncc(C#CCN(C)C)cc2C(=O)N([C@H](C)CO)C[C@H]1C	0.3	-1.5	1.2	13.6	-0.3	?	1.0
Cc1cccc(C)c1NC1=C(Cl)C(=O)OC1OC(=O)c1ccccc1 (stereo not given)	.	1.1	-9.5	-1.8	.	-4.2	.
CCCn1nc(C(=O)OCc2nc(N)nc(Nc3ccccc3C)n2)c2ccccc2c1=O	-0.7	-2.3	-22.9	-1.7	-1.4	-1.8	3.7
Cc1noc(C)c1NC(=O)Nc1cccc2c1O[C@H](CN(C)Cc1ccc(C(=O)O)cc1)[C@H](C)CN([C@@H](C)CO)C2=O	52.7	0.2	-4.3	-3.2	.	26.3*	-3.9
CCC(CC)c1nnc(NC(=O)c2cccnc2SC)s1	.	0.3	-0.8	1.6	5.5	0.3	.
C[C@@H]1CN([C@H](C)CO)C(=O)Cc2cc(NS(=O)(=O)c3ccccc3)ccc2O[C@@H]1CN(C)C(=O)Nc1ccc(C(F)(F)F)cc1	39.7	14.8	6.3	0.2	0.1	12.0	.

Only part of the results is shown; rates above refer to the full screens.
